H37Rv inhibition: M. tuberculosis growth inhibition, HTS (AID 449762); inhibition, % at 25 µM; hits with a dose series show IC50 in µM; M. tuberculosis H37Rv growth inhibition, 7H9 media; higher % means a stronger effect; 330,000 tested, 0.59% active; in the data active = a potency from the dose series; inconclusive = inhibition above about 70% without an active follow-up result;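 also: bacterial growth assessed after seven days of incubation; strong numbers were not always called active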
Salmonella PhoP GFP: Inhibition of PhoP regulon, Salmonella typhi GFP reporter cells, confirmation, 4 h (AID 1850); inhibition, % at 50 µM, or IC50 in µM where a hit was titrated; 310,000 tested, 0.33% active; Salmonella Typhi PhoP-promoter GFP reporter, fluorescence, 4 h; higher % means a stronger effect; in the data active = a potency from the dose series; inconclusive = inhibition mostly from about 25% at the one dose, without a potency; inactive = the rest, 99 in 100 with inhibition below about 19%;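 also: 0% = induced wells with vehicle and 100% = uninduced wells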
M. tuberculosis: growth inhibition of non-replicating M. tuberculosis (AID 488890) | Mycobacterium tuberculosis non-replicating, growth inhibition; higher % means a stronger effect | inhibition, % at 25 µM, or IC50 in µM where a hit was titrated | 320,000 tested, 0.39% active; in the data active = a potency from the dose series; inconclusive = inhibition mostly from about 82% at the one dose, without a potency; inactive = the rest, 99 in 100 with inhibition below about 76%;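 also: plate controls were DMSO cells for no effect and high antibiotic wells for full effect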
VEEV TC-83 Vero: inhibitors of VEEV TC-83 cytopathic effect, confirmation, Vero cells (AID 588727); Vero cells, VEEV TC-83 cytopathic effect inhibition; higher % means a stronger effect; one-dose inhibition, % at 20 µM; IC50 in µM for titrated hits; 350,000 tested, 0.13% active; in the data active = a potency from the dose series; inconclusive = inhibition mostly from about 14% at the one dose, without a potency; inactive = the rest, 99 in 100 with inhibition below about 12%; also: strong numbers were not always called active
H1N1 NS1A inhibition: H1N1 influenza NS1A inhibitors, functional cell based assay (AID 504329). inhibition, % at 12.5 µM, or IC50 in µM where a hit was titrated. NS1A functional cell-based assay, percent inhibition; higher % means a stronger effect. 340,000 tested, 0.3% active; in the data active = a potency from the dose series; inconclusive = inhibition above about 27% without an active follow-up result; also: strong numbers were not always called active
VEEV TC-83 Vero 10K pilot screen: further read-out of VEEV TC-83 Vero, marked with its call; inhibition, %; measured here: 10K pilot screen inhibition
* = called active by the depositor; i = inactive; u = inconclusive; x = not tested or not shown.

SMILES | H37Rv inhibition | Salmonella PhoP GFP | M. tuberculosis | VEEV TC-83 Vero | H1N1 NS1A inhibition | others
CN1CCN(C(=O)C2=C[C@H](C(C)(C)C)C[C@H](OCCCCO)O2)CC1 | 7% | 16% | -1% | i | -5%
Cn1c(SCc2ccc(Cl)cc2)nnc1C1CC1 | 3% | 4% | 32% | 1.5% | 1%
O=C(O)c1ccc(C2SCC(=O)N2Cc2ccco2)cc1 (centres undefined) | -7% | 1% | 1% | 0.3% | -5%
Cc1nc(SCC(=O)Nc2ccc(CN3CCCC3)cc2)c2c(C)c(C)sc2n1 | 31% | x | 52% | u | -2%
COc1cccc(C(=O)Nc2cc([N+](=O)[O-])ccc2N2CCN(C)CC2)c1 | -10% | -4% | -2% | 6.1% | 2%
CCOc1ccc(CNc2ncc(-c3ccccc3)n2C)cc1 | 9% | -3% | 75% | 0.4% | -3%
O=S(=O)(c1cnc[nH]1)N1CCN(c2ccccc2)CC1 | 2% | 10% | 5% | 0.8% | 7% | VEEV TC-83 Vero 10K pilot screen=1.0
O=C(COC(=O)c1ccncc1)Nc1cccc2ccccc12 | 11% | x | 20% | 1.9% | -25%
O=C(Cc1ccccc1)Nc1ccc(CN2CCOCC2)cc1 | -7% | -9% | -12% | 0.6% | 12%
CCc1ccc(NC(=S)NC2CC3CCC(C2)N3Cc2ccco2)cc1 (centres undefined) | -7% | 1% | 36% | 0.8% | -2%
CCN(CC)c1ccc(NC(=O)CCc2nnc3ccc(N4CCCCC4)nn23)c(C)c1 | 3% | -5% | 76% | 1.4% | 14%
CCCCc1c(C)nc(N2CCCC2)[nH]c1=O | -15% | 2% | -8% | 1.4% | -24%
O=C(CSc1nnc(-c2ccco2)o1)NCCc1ccccc1 | u | x | u | 1.6% | 0%
N#CCSc1nnc(Nc2ccccc2)s1 | -2% | 5% | -8% | 2.9% | 0% | VEEV TC-83 Vero 10K pilot screen=1.5
Cc1onc(-c2ccccc2)c1C(=O)N/N=C/c1ccc([N+](=O)[O-])c(O)c1 | 7% | 7% | x | 5.6% | -10%
COc1ccc(C)cc1NC(=O)CN1CCCN(S(=O)(=O)c2ccc(Br)cc2)CC1 | 2% | 4% | 13% | 2.3% | 7%
COc1cccc(S(=O)(=O)Nc2ccc(C(=O)Nc3ccncc3)cc2)c1 | -6% | -2% | 15% | i | -7%
COc1ccc(CNC(=O)C2CCCN2S(=O)(=O)c2ccccc2)cc1 (centres undefined) | 0% | -4% | 2% | i | -1%
Cc1cc(C)cc(C(=O)Nc2ccc(NC(=O)Cc3ccccc3)cc2)c1 | 4% | -8% | 4% | i | -6%
CCOC(=O)c1c(C(=O)OCC)c(C)n(N2C(=O)CSC2=S)c1C | 1% | 4% | 4% | 1.0% | 0%
O=C(CNC(=O)Cc1ccccc1)NCC(=O)OCc1ccccc1 | -2% | 8% | 3% | 1.6% | 4%
COc1ccccc1Oc1ncnc2c1cnn2-c1ccccc1 | 6% | 3% | 42% | 5.6% | -3%
CCOC(=O)C1(Cc2ccccc2)CCN(Cc2cnn(-c3ccccc3)c2)CC1 | u | 5% | 26% | 0.7% | 12%
Cn1c(=O)n(C)c2cc(NC(=O)c3cccc([N+](=O)[O-])c3)c(Br)cc21 | -2% | 7% | 6% | 1.1% | 2%
COCCn1c(=O)[nH]c2cc(C(=O)NCCN3CCN(c4cccc(Cl)c4)CC3)ccc2c1=O | u | -6% | 56% | 0.6% | -7% | VEEV TC-83 Vero 10K pilot screen=1.2
CCn1c2ccccc2c2cc(NC(=O)COC(=O)c3ccccc3O)ccc21 | 1% | -6% | 4% | 0.5% | 8%
CCCCCCOc1ccc(C(=O)NCCCn2ccnc2)cc1 | 3% | 7% | 70% | 0.5% | -22%
O=C(Nc1ccc(O)c(C(=O)O)c1)c1cccc(NC(=O)c2ccco2)c1 | -3% | -2% | 1% | i | 13%
Cc1cccc(C)c1OCc1n[nH]c(=S)n1N | -6% | 11% | -3% | 1.2% | -2%
COc1ccc(CNS(=O)(=O)c2c(C(=O)N3CCCCC3)c(C)n(C)c2C)cc1 | 6% | 3% | -17% | 1.1% | 2%
CCOP(=O)(OCC)OCC | -9% | x | -4% | 1.9% | 4%
CCC(NC(=O)c1cc(COc2cncc(Cl)c2)on1)c1ccc(C)cc1 (centres undefined) | 28% | -10% | x | i | -2%
CN(C)c1cccc(C(=O)OCC(=O)N(Cc2ccccc2)C2CCS(=O)(=O)C2)c1 (centres undefined) | 2% | 3% | 1% | 1.6% | 10%
CCCN(CC(=O)Nc1ccc(C)cc1Br)CC(=O)Nc1ccc(F)c(F)c1F | -1% | -12% | 7% | i | -5%
O=C(Oc1ccc2c(c1)O/C(=C\c1ccncc1)C2=O)c1cccs1 | -9% | 0% | u | 6.5% | x
Cn1nccc1C(=O)Nc1ccc(OC(=O)c2ccnn2C)cc1 | -3% | 1% | 5% | i | -4%
Cn1cccc1/C=N/N1CCN(Cc2ccccc2Cl)CC1 | 5% | -4% | 13% | 6.5% | 0%
CC1CC(C)(C)NC(C)c2ccccc21 (centres undefined) | 2% | 0% | -8% | 0.1% | -12%
Cc1cnc(C(=O)Nc2ccc(F)c(F)c2)cn1 | -2% | -2% | 24% | 2.3% | 5% | VEEV TC-83 Vero 10K pilot screen=1.8
COC(=O)C1(C)NC(c2ccc(F)cc2)C2C(=O)N(c3ccccc3)C(=O)C21 (centres undefined) | 2% | -4% | 10% | i | -2%
CCN(C(=O)COC(=O)CNC(=O)c1cccs1)c1c(N)n(Cc2ccccc2)c(=O)[nH]c1=O | x | x | x | 4.0% | 1%
COC(=O)c1cccc(NC(=O)C2C3CCC(C3)C2C(=O)O)c1 (centres undefined) | -16% | -8% | 14% | 2.1% | -2%
O=C(CSc1ccc(Cl)cc1)Nc1ccc(-c2nc3ccccc3[nH]2)cc1 | -12% | -1% | -20% | 0.7% | -11%
CCC(C#CCN1CCCCC1)(CC)OCCC#N | -4% | 9% | -15% | i | -10%
COc1ccc(Cc2nnc(NC(=O)C3CC(=O)N(c4ccccc4C)C3)s2)cc1OC (centres undefined) | 2% | 4% | -1% | 4.4% | -2%
Cc1ccc(OCCn2cncn2)c([N+](=O)[O-])c1 | 1% | -6% | -5% | i | -3%
Cc1nnc(SCC(=O)Nc2nc(-c3ccccc3)cs2)n1N | 2% | 6% | -1% | 4.3% | 3%
COc1ccc(NC(=O)C(c2cc3c(cc2[N+](=O)[O-])OCO3)N(C)c2ccccc2)cc1 (centres undefined) | 1% | -7% | 21% | 2.2% | 0%
Cc1cc(/C=C2\SC(=Nc3ccc(N4CCOCC4)cc3)N(C)C2=O)c(C)n1-c1cccnc1 | 3% | 3% | -1% | i | 19%
Cc1cccc(NCc2cccc3ccccc23)n1 | 4% | 5% | 57% | 1.3% | 2%
C=CCNc1nc(N)c([N+](=O)[O-])c(Nc2cccc(Cl)c2)n1 | -4% | 1% | 6% | 1.1% | 3%
COc1ccc(CN2CCNC(=O)C2CC(=O)N2CCCO2)c(OC)c1 (centres undefined) | -2% | -8% | 16% | 0.4% | -2%
COc1ccccc1CNS(=O)(=O)c1ccc2c(c1)NC(=O)CO2 | 1% | 2% | -1% | i | 4%
COc1ccc(CNC(=O)C(c2ccc(O)cc2)N(Cc2ccco2)C(=O)c2snc(C(N)=O)c2N)cc1 (centres undefined) | 0% | -1% | 23% | 7.8% | -8%
Cc1cc(C)nc(SCC(=O)N/N=C/c2ccc3c(c2)OCO3)n1 | -4% | -4% | -3% | 1.2% | -10%
CC(C)Cc1[nH]c(=O)c(C#N)c2c1CCCC2 | -3% | -7% | -7% | 0.2% | 7%
O=C(NCc1ccco1)c1ccc2c(c1)N(Cc1ccccc1)CCS2 | 4% | 27% | 10% | 5.9% | -17%
Cc1ccccc1NC(=O)CCl | 61% | 16% | 54% | u | -4%
O=C(CN1CCCC1)NC1C2CC3CC(C2)CC1C3 (centres undefined) | -1% | -6% | -1% | i | -2%
COc1ccc(C(OCC(O)CNC(C)c2ccccc2)c2ccc(OC)cc2)cc1 (centres undefined) | 35% | -4% | 65% | 2.4% | -17%

Looked up one by one from the entries so far (two):
SMILES | H37Rv inhibition | Salmonella PhoP GFP | M. tuberculosis | VEEV TC-83 Vero | H1N1 NS1A inhibition | others
Cc1nnc(SCC(=O)Nc2nc(-c3ccccc3)cs2)n1N | 2% | 6% | -1% | 4.3% | 3%
COc1ccc(C(OCC(O)CNC(C)c2ccccc2)c2ccc(OC)cc2)cc1 (centres undefined) | 35% | -4% | 65% | 2.4% | -17%

Continued:
SMILES | H37Rv inhibition | Salmonella PhoP GFP | M. tuberculosis | VEEV TC-83 Vero | H1N1 NS1A inhibition | others
O=C(CN1CCN(S(=O)(=O)c2ccccc2)CC1)Nc1ccc(Cl)c(Cl)c1 | -5% | -10% | 17% | i | -2%
COCc1cc(=O)[nH]c(SCC(=O)c2ccccc2)n1 | 2% | 3% | x | 2.8% | 7%
COc1ccccc1OCCNC(=O)CNC(=O)c1ccc(C(C)(C)C)cc1 | 0% | x | -6% | 1.6% | 4%
CC(C)N1CCC(=O)NC1=O | x | x | x | 0.9% | 1%
O=C(OC(C(=O)NCc1ccco1)c1ccc(Cl)cc1)c1cccs1 (centres undefined) | 11% | 5% | 52% | i | -9%
CCC1=Nc2cc(C(=O)N3CCC4(CC3)OCCO4)ccc2Sc2ccc(Br)cc21 | 36% | -15% | 22% | 4.9% | 1%
COc1cccc(CC(=O)OCC(=O)NC2CCCCCC2)c1 | -6% | -7% | 65% | 1.4% | 0%
Cn1cccc1C(=O)NC(=O)CSc1cccc[n+]1[O-] | -2% | 7% | -11% | 0.3% | 10%
COc1cc(C)ccc1OCCOc1cc(C)ccc1Cl | 11% | -4% | 21% | 4.8% | -17%
O=C1CC(c2ccccc2)CC2=C1CN(C1CCCCC1)CN2 (centres undefined) | -10% | -1% | 2% | 0.7% | -6%
COc1cc(C(=O)NNC(=O)Cc2cccs2)cc(OC)c1OC | -1% | x | 2% | 0.6% | -5%
COc1ccccc1OCC(=O)N/N=C/c1cccc2cccnc12 | 4% | 2% | u | 0.9% | 14µM*
COCC(=O)N/N=C\c1ccccc1OC/C=C/c1ccccc1 | 7% | 1% | 23% | 7.4% | -1%
CCOC(=O)c1cnc2c(cnn2C)c1Oc1ccc(OC)cc1 | 1% | 17% | 11% | 0.1% | -12%
CCOc1ccc(S(=O)(=O)N2CCC(C(=O)N3CCN(Cc4ccccc4)CC3)CC2)cc1 | 2% | 1% | 23% | 1.2% | -2%

Molecules listed so far with a COOH group (3):
SMILES | H37Rv inhibition | Salmonella PhoP GFP | M. tuberculosis | VEEV TC-83 Vero | H1N1 NS1A inhibition | others
O=C(O)c1ccc(C2SCC(=O)N2Cc2ccco2)cc1 (centres undefined) | -7% | 1% | 1% | 0.3% | -5%
O=C(Nc1ccc(O)c(C(=O)O)c1)c1cccc(NC(=O)c2ccco2)c1 | -3% | -2% | 1% | i | 13%
COC(=O)c1cccc(NC(=O)C2C3CCC(C3)C2C(=O)O)c1 (centres undefined) | -16% | -8% | 14% | 2.1% | -2%

Next structures follow.
SMILES | H37Rv inhibition | Salmonella PhoP GFP | M. tuberculosis | VEEV TC-83 Vero | H1N1 NS1A inhibition | others
CCOC(=O)CSC(=S)NC(=O)c1ccc(OC)cc1 | 1% | 8% | u | i | 26%
Cc1cc(NC(=O)COC(=O)C2CC(=O)N(c3ccccc3)C2)no1 (centres undefined) | -1% | 2% | -5% | 2.3% | -3%
NC(=O)C1CCN(c2ccc(C(F)(F)F)cc2[N+](=O)[O-])CC1 | -3% | -9% | 19% | 0.5% | 6% | VEEV TC-83 Vero 10K pilot screen=2.7
CC1CCC/C(=C\Nc2ccccc2C(=O)O)C1=O (centres undefined) | -9% | 17% | 15% | 1.8% | -2%
C/C(=N/OCC(=O)Nc1ccc(C)cc1C)c1cccs1 | -3% | 1% | 25% | 1.4% | -11%
Cc1cccc(NC(=O)c2cc[n+]([O-])cc2)c1C | 19% | -3% | -12% | 1.6% | 4%
COC(=O)Cc1ccc(N(Cc2ccccc2F)S(=O)(=O)c2ccc(C)cc2)cc1 | 9% | -3% | 21% | i | 8%
Cn1c(N)c(C(=O)COC(=O)/C=C/c2ccccc2F)c(=O)n(C)c1=O | -12% | x | -5% | 5.3% | -15%
COc1ccccc1OCc1ccc(C(=O)OCC2CCCO2)o1 (centres undefined) | -3% | -3% | 35% | 0.5% | 9%
CN=Cc1sc2ccccc2c1O | 12% | -6% | -1% | 1.6% | 9%
CCOC(=O)c1ccc2nc(C(F)(F)F)[nH]c(=O)c2c1 | 19% | -10% | 37% | 0.2% | -1%
COc1ccc(C(CC(=O)Nc2cc([N+](=O)[O-])ccc2OC)c2ccccc2)cc1 (centres undefined) | 4% | -11% | -10% | 11% | -4%
CSc1snnc1-c1ccccc1 | -3% | 9% | -8% | 2.0% | -2%

Screens: PubChem BioAssay, Southern Research Specialized Biocontainment Screening Center
